Screens (PubChem BioAssay)
V1R ag counter: V1a receptor agonism, counter-screen for OXTR agonists; P37288; CHO-V1R cells, Fluo-8 calcium fluorescence, agonist mode; 0% DMSO, 100% 3 nM vasopressin; activation, % at 3 µM; actives 0.25% (n = 320,000); AID 2797;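 active = activation above the mean activation of all tested compounds plus 3 SD, per screening run, cut at about 20% in these data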;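 note: signal is peak over basal fluorescence ratio across a 100 second FLIPR read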
Target sequence (P37288 whole entry, looked up): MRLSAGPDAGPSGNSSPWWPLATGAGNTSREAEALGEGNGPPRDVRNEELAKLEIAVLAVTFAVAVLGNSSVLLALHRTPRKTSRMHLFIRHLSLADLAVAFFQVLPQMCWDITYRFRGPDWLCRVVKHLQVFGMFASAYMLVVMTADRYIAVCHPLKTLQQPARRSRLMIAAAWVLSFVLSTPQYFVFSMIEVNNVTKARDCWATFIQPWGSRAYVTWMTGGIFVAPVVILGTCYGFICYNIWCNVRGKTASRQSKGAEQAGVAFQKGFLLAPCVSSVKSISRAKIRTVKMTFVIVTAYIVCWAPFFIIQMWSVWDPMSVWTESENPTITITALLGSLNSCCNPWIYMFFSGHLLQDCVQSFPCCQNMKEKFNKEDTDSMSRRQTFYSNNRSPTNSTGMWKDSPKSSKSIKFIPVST
NALP1 yeast inh: inhibitors of NALP1 inflammasome in yeast. inhibition, % at 10 µM. actives 0.61% (n = 280,000). S. cerevisiae NALP1/ASC/caspase-1 growth, X-gal OD620, 72 h. AID 2071; in the data active = inhibition mostly above about 24%, no sharp cut-off; inactive = mostly below about 32%; note: some compounds called inactive have numbers as strong as hits
MEKK2mut PB1 HTS: signal of MEK5 binding to mutant human MEKK2 PB1 domain | bead flow cytometry, Alexa488-MEK5 binding to MEKK2 mutant | percent response, % at 10 µM | actives 0.35% (n = 290,000); in the data active = percent response above about 24%, passing the limit was not always enough; note: inactives centre near 1; some results filed as inactive read as strong as hits
GPR7 antagonist: blocks human GPR7 receptor signaling; GPR7-expressing cells, fluorescence antagonist assay; P48145; inhibition, % at 4.4 µM; actives 1.1% (n = 290,000); in the data active = inhibition above about 16%, passing the limit was not always enough;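 note: cells stimulated with the agonist NPW; 0% = agonist with vehicle and 100% = vehicle without agonist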
MEKK2 WT-MEK5: raises or lowers MEK5 binding to wildtype human MEKK2 PB1 domain; binding response (% of control), % at 10 µM; bead flow cytometry, Alexa488-MEK5 binding to MEKK2 WT; actives lie on both sides; actives 1.1% (n = 290,000); in the data active = binding response below about 67% or above about 130%
GalR3 antag: antagonists of human GalR3. O60755. HEK293 GalR3-CNG cAMP membrane potential fluorescence; galR3 body fused to GalR1 C-terminus. inhibition, % at 3 µM. actives 0.44% (n = 360,000);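 active = inhibition above the screen-wide average plus 3 SD, cut at about 13% in these data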;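 note: forskolin and galanin both at EC90 stimulate the cells; cAMP rise reported by CNG channel membrane potential dye signal; 0% = forskolin plus galanin with DMSO and 100% = forskolin alone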
Target sequence (O60755 1-299 limits assumed): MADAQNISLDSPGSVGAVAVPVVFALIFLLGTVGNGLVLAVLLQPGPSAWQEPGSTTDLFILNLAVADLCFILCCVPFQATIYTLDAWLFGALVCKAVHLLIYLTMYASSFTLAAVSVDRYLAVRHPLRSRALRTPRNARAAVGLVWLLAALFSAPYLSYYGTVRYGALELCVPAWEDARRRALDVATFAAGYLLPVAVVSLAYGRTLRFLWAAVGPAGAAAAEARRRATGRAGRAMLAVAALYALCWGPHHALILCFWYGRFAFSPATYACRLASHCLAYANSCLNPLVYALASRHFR
M18AAP inhibitor: PfM18AAP enzyme inhibition. recombinant PfM18AAP, H-Glu-NHMec fluorogenic cleavage. inhibition, % at 7.35 µM. actives 1.2% (n = 290,000);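 active = inhibition above the campaign mean inhibition over all tested compounds plus 3 SD, cut at about 28% in these data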;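 note: 0% = plate median of test compound wells and 100% = 2 mM ZnCl2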
OXTR potentiate: potentiators of human oxytocin receptor; CHO-OTR cells, Fluo-8 calcium fluorescence, potentiator mode; 0% = oxytocin EC15, 100% = EC100; activation, % at 3 µM; actives 0.061% (n = 320,000);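 active = activation above that plate's cutoff, the mean activation of tested compounds plus 3 SD, cut at about 6.6% in these data, passing the limit was not always enough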;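 note: 100% uses oxytocin at 75 nM as the full agonist control; some results filed as inactive read as strong as hits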
Target sequence (P30559 whole entry, looked up): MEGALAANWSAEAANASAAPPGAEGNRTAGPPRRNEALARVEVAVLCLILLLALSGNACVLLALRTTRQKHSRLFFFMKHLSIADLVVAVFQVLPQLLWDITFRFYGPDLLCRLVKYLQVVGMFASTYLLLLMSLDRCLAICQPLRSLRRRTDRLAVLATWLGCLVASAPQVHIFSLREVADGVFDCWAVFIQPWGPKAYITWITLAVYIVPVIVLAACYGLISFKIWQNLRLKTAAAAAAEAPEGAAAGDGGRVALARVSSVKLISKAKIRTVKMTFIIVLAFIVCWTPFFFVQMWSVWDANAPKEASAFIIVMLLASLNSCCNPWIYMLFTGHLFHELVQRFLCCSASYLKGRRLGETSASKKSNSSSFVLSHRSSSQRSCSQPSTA
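assay system = CHO-OTR cells, human receptor | schedule = compound 6 min at room temperature before oxytocin, 100 s read | detection = Fluo-8 intracellular calcium fluorescence, ex 470-495, em 515-575 nm | evaluation = normalized max/min fluorescence ratio, % activation | control set = EC15 oxytocin alone as 0%, 75 nM oxytocin (EC100) as 100%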
OXTR ag: agonists of human oxytocin receptor. CHO-OTR cells, Fluo-8 calcium fluorescence; normalized: DMSO 0%, oxytocin 100%. activation, % at 3 µM. P30559. actives 0.32% (n = 320,000);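 active = activation above the mean of all tested compounds plus 3 SD, cutoff set per screening run, cut at about 20% in these data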;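 note: peak over basal fluorescence ratio from a 100 s FLIPR kinetic read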
Active calls of the source: *; · = not tested or not shown.

SMILES	V1R ag counter	NALP1 yeast inh	MEKK2mut PB1 HTS	GPR7 antagonist	MEKK2 WT-MEK5	GalR3 antag	M18AAP inhibitor	OXTR potentiate	OXTR ag
CCN(CC)CCn1c(=N)n(CCO)c2ccccc21	0.2	-7.6	0.0	13.8	104.0	-0.2	3.6	-14.5	0.0
CCN(CC)CCCNC(=O)Cn1nc([N+](=O)[O-])c(Cl)c1C	-0.3	2.7	-11.0	0.2	93.0	-7.9	2.6	-5.3	0.7
CN(C)c1cccc(C(=O)NN2C(=O)NC3(CCCCC3)C2=O)c1	-0.1	·	·	·	·	0.9	·	-5.3	-1.3
CC(C)CC(OC(=O)c1cccs1)C(=O)NCC1CCCO1 (configuration not stated)	0.4	5.4	-4.0	4.2	97.0	-0.9	-8.8	-17.1	-0.9
Cc1ccc(C(=O)N/C(=C\c2cn(-c3ccccc3)nc2-c2ccccc2)C(=O)N2CCOCC2)cc1	0.7	8.2	2.0	19.4	103.0	-2.6	3.5	0.5	-0.1
CC1(C(=O)Nc2ccc3c(c2)OCO3)CC1(Cl)Cl (configuration not stated)	1.1	9.2	4.0	11.9	107.0	-5.0	-1.6	-12.5	-0.7
O=C(COC(=O)c1cnc(Cl)c(Cl)c1)Nc1ccc(S(=O)(=O)N2CCCC2)cc1	3.0	32.2	0.0	13.8	100.0	-7.2	-2.0	-8.8	0.5
O=C(NCc1ccc(Cl)cc1)C1CC(O)CN1S(=O)(=O)c1ccc(Cl)cc1 (configuration not stated)	-0.1	5.9	1.0	-10.1	100.0	-8.5	-3.7	-6.7	2.3
C=CCOCC(O)Cn1c(N2CCCC2)nc2c1c(=O)[nH]c(=O)n2C (configuration not stated)	-0.4	-5.2	2.0	-22.2	106.0	-7.5	-1.1	10.0	0.3
Cc1ccc(NC(=O)C2CCCN(C(=O)c3ccc(Cl)cc3)C2)cc1S(=O)(=O)N1CCOCC1 (configuration not stated)	0.9	-11.8	2.0	-11.9	99.0	1.6	1.1	-6.6	-0.3
C=Cc1ccc(Cn2nc(-c3ccccc3)ccc2=O)cc1	5.2	-3.9	-2.0	22.4	102.0	-6.3	-0.1	-23.5	11.8
NC(N)=NC(N)=Nc1ccc(SC(F)(F)F)cc1	0.9	28.8	2.0	5.7	102.0	-0.3	-2.7	-0.7	0.2
CCOC(=O)C1=C(C)N(C)C(=O)NC1c1c(O)ccc2ccccc12 (configuration not stated)	3.1	9.2	5.0	-7.2	99.0	-11.2	5.8	-0.3	0.9
CC1CCN(C(=O)c2cccc(NC(=O)c3cccs3)c2)CC1	3.5	21.4	-4.0	6.2	96.0	-10.1	-5.7	-3.9	2.2
Cc1ccc(S(=O)(=O)N2CCN(S(=O)(=O)c3ccc4c(c3)OCCO4)CC2)cc1	0.6	9.6	4.0	-9.3	102.0	-3.6	-9.3	5.3	0.0
CCCOc1ccc(C(=O)NNC(=S)NC(=O)c2cccs2)cc1	84.8*	15.2	-1.0	51.8*	100.0	-7.8	3.7	-12.4	79.2*
CCOc1ccc(-c2nnc(-c3ccccc3)n2-c2ccccc2)cc1	1.1	21.0	-3.0	-0.8	96.0	-7.5	3.6	-18.8	-1.1
O=C(NCc1ccccc1)NC1(C(=O)Nc2ccc3c(c2)OCCO3)CCCCC1	0.0	15.4	-3.0	-1.5	95.0	-1.7	8.9	3.8	-0.9
O=C(NCc1ccccc1)C(c1cccnc1)N(C(=O)c1ccccn1)c1ccc(F)cc1 (configuration not stated)	0.0	3.3	1.0	-9.3	95.0	-7.0	1.9	0.1	1.2
CCOC(=O)CC(=O)CSc1ncnc2c1cnn2-c1ccccc1	0.2	0.4	-3.0	0.6	92.0	-3.2	3.4	-23.3	0.5
O=c1c2nncn2c2cccnc2n1CCNc1ncc(C(F)(F)F)cc1Cl	0.1	·	5.0	0.9	104.0	-4.0	0.6	-3.5	-0.5
CSc1ccc(S(=O)(=O)NCC(=O)OCC(=O)N2CCC(C)CC2)cc1[N+](=O)[O-]	4.8	·	·	·	·	-5.9	·	-5.0	4.8
CCOc1ccc(C(=O)N/N=C/c2c(C)[nH]c(=O)[nH]c2=O)cc1	0.2	·	21.0	-2.3	113.0	-5.7	-10.4	-1.0	0.1
CCc1nc(NCC2CCCO2)c2oc3ccccc3c2n1 (configuration not stated)	-1.3	23.7	-1.0	-11.8	98.0	0.3	-0.1	-11.7	-2.2
O=C(Nc1ccccc1F)NC1CC1	0.0	-7.3	-4.0	-11.2	98.0	-1.1	1.3	-4.5	-0.6

An excerpt from above, reduced to GalR3 antag and MEKK2 WT-MEK5.
mol	GalR3 antag	MEKK2 WT-MEK5
CCN(CC)CCCNC(=O)Cn1nc([N+](=O)[O-])c(Cl)c1C	-7.9	93.0
CN(C)c1cccc(C(=O)NN2C(=O)NC3(CCCCC3)C2=O)c1	0.9	·
CC(C)CC(OC(=O)c1cccs1)C(=O)NCC1CCCO1 (configuration not stated)	-0.9	97.0

(continued)
SMILES	V1R ag counter	NALP1 yeast inh	MEKK2mut PB1 HTS	GPR7 antagonist	MEKK2 WT-MEK5	GalR3 antag	M18AAP inhibitor	OXTR potentiate	OXTR ag
c1ccc(CNc2ncnc3sccc23)cc1	7.9	14.0	5.0	6.5	102.0	-6.7	-2.3	-14.7	10.7
CC(C)CN(C(=O)c1cccc([N+](=O)[O-])c1)c1c(N)n(CC(C)C)c(=O)[nH]c1=O	0.6	-8.1	3.0	-19.5	97.0	-4.2	3.8	0.5	-0.2
CCc1cc(Br)ccc1NC(=O)C1CCCO1 (configuration not stated)	-0.8	·	-7.0	-15.5	90.0	-7.6	-9.2	-3.2	-1.8
CCN1CCN(c2nnc(-c3ccc(F)cc3)c3ccccc23)CC1	-0.5	13.0	2.0	-8.2	105.0	-9.8	-10.5	-14.4	0.5
O=C(CN(C(=O)CSc1nnc(COc2ccccc2)o1)c1ccc(F)cc1)NC1CCCCC1	1.2	7.0	-7.0	-7.6	91.0	-14.2	-10.2	-3.8	0.0
CC1CCC(N2CCN(c3ccc([N+](=O)[O-])cc3)CC2)CC1 (configuration not stated)	-0.5	5.9	4.0	9.5	107.0	-4.9	-1.5	-12.6	-1.5
Cc1cc(Cl)c2oc(C(=O)N(C)C3CCOC3)c(C)c2c1 (configuration not stated)	-1.5	13.2	8.0	-15.0	107.0	7.7	2.5	-0.5	-2.0
Clc1ccc(OCc2nn[nH]n2)cc1	-0.2	6.5	7.0	-10.3	109.0	-2.0	-2.9	-5.3	1.6
CCC(C)NCCOc1cc(C)cc(C)c1C (configuration not stated)	-0.7	-5.0	1.0	-0.5	103.0	-5.1	5.4	1.5	2.5
COc1ccc(OC(C)C(=O)NC2CCCCCCC2)cc1 (configuration not stated)	2.5	0.0	8.0	-3.8	109.0	-3.0	0.3	2.9	-0.9
CN(C)S(=O)(=O)N1CCN(C(=O)c2ccccc2)CC1	0.4	11.0	-3.0	-5.6	99.0	2.4	-2.2	2.1	-2.4
Cc1cc(NS(=O)(=O)c2c(C(=O)N3CCOCC3)c(C)n(C)c2C)ccc1Br	-0.3	5.6	0.0	8.6	96.0	3.2	-2.4	2.9	-0.3
CC(/C=N/NC(=O)c1cc(-c2ccncc2)nc2ccccc12)=C\c1ccco1	0.0	·	·	4.4	·	·	2.6	-5.2	-0.9
CO/N=C/C(C#N)=C/c1ccc(OC)cc1	0.1	13.9	-4.0	9.9	94.0	-3.5	3.7	-7.2	-2.0
O=C(CCc1nc2sc3c(c2c(=O)[nH]1)CCCC3)NCCc1ccc(F)cc1	4.8	28.0	3.0	4.1	102.0	-3.1	-11.7	-7.6	1.9
Cc1ccc(S(=O)(=O)N2CCCC2CNC(=O)c2ccccc2)cc1 (configuration not stated)	0.0	·	·	·	·	-0.3	·	-6.8	-1.0
CC(=O)N1CCN(c2ccc(NC(=S)NC(=O)c3ccccc3)cc2)CC1	3.2	11.3	0.0	3.3	102.0	-5.8	6.0	-10.4	2.4
O=C1CCN(C(=O)c2ccc(Cl)cc2)N1	0.6	-16.5	-1.0	1.7	99.0	-7.1	-1.5	3.9	2.0
Cc1ccc(CNC(=O)C(=O)NCC2OCCN2S(=O)(=O)c2ccc(Br)cc2)cc1 (configuration not stated)	6.3	-0.9	2.0	3.6	98.0	-4.0	-5.9	-7.7	3.1
Cc1oc2cc3oc(=O)cc(C)c3cc2c1C	3.0	9.6	10.0	6.0	104.0	-12.3	-2.5	-7.8	-1.2
O=C(COc1coc(CN2CCc3ccccc3C2)cc1=O)Nc1ccc([N+](=O)[O-])cc1	3.9	·	·	·	·	-4.7	·	-9.2	1.1
O=C(N/N=C/c1c(O)ccc2ccccc12)c1cccc(C(F)(F)F)c1	52.8*	21.1	4.0	-12.5	133.0	0.8	4.7	-14.5	46.2*
N#CC1=C(N)C(C#N)(C#N)C(c2cccnc2)C2CN(C(=O)OCc3ccccc3)CC=C12 (configuration not stated)	-0.2	0.6	2.0	-7.1	101.0	-4.0	-7.6	-11.1	-1.6
Cc1c(NC(=O)C(C)OC(=O)CC2CC3CCC2C3)c(=O)n(-c2ccccc2)n1C (configuration not stated)	-1.2	5.0	-4.0	-1.6	102.0	-4.1	1.7	-6.1	-0.6
COc1ccc(NC(=O)C2CCCN(S(=O)(=O)c3c(C)[nH]c(=O)[nH]c3=O)C2)cc1 (configuration not stated)	-0.4	-2.0	3.0	-4.8	98.0	-5.3	-1.8	5.7	0.5

As a working copy, part of the list above.
SMILES	V1R ag counter	NALP1 yeast inh	MEKK2mut PB1 HTS	GPR7 antagonist	MEKK2 WT-MEK5	GalR3 antag	M18AAP inhibitor	OXTR potentiate	OXTR ag
COc1ccc(OC(C)C(=O)NC2CCCCCCC2)cc1 (configuration not stated)	2.5	0.0	8.0	-3.8	109.0	-3.0	0.3	2.9	-0.9
CN(C)S(=O)(=O)N1CCN(C(=O)c2ccccc2)CC1	0.4	11.0	-3.0	-5.6	99.0	2.4	-2.2	2.1	-2.4

Carrying on:
SMILES	V1R ag counter	NALP1 yeast inh	MEKK2mut PB1 HTS	GPR7 antagonist	MEKK2 WT-MEK5	GalR3 antag	M18AAP inhibitor	OXTR potentiate	OXTR ag
O=C(Nc1nc(-c2nc3ccccc3s2)cs1)c1ccco1	-0.2	-73.2	9.0	-3.4	103.0	4.3	5.5	-6.3	-0.3
COc1ccc(N2C(=O)CCC2=O)cc1	-0.6	13.0	-2.0	-5.3	97.0	-4.2	-9.8	2.4	-0.5
O=C(c1ccccc1)N1CCC(O)(c2ccc3c(c2)OCO3)CC1	0.5	-12.5	4.0	-11.6	107.0	0.8	1.6	-2.6	0.6
CSc1nnc(-c2cccc(NC(=S)NN)c2)o1	0.3	6.5	-10.0	-0.9	95.0	-7.2	8.7	-6.8	-0.9
O=C(CSc1n[nH]c(=O)[nH]c1=O)Nc1ccc(Br)cc1Br	0.1	·	·	·	·	-3.1	·	-6.4	0.0
O=C(c1ccccc1)N1CCN2C(=O)c3ccccc3C12c1ccc(Cl)cc1 (configuration not stated)	-1.0	-5.5	4.0	-1.4	102.0	-1.4	6.9	-11.5	-1.7
COc1ccc(C(=O)N2CCC2)cc1S(=O)(=O)NCc1ccc(Cl)cc1	1.1	·	·	·	·	-5.6	·	0.8	1.4
Cn1nc(C(=O)OCC(=O)Nc2ccc3ccccc3c2)c2ccccc2c1=O	2.6	6.7	-3.0	-5.5	92.0	-4.8	-0.8	-6.1	1.6
C=CC[C@H](CC(=O)NCCO)C(=O)N[C@H](COC(=O)[C@H](CC=C)CC(=O)OC(C)(C)C)c1ccccc1	0.6	·	·	·	·	-3.9	·	5.8	1.2
Nc1c(C(=O)CSc2nccn2-c2ccc(Cl)cc2)c(=O)[nH]c(=O)n1C1CC1	0.7	·	·	·	·	2.4	·	5.2	1.0
